Source: PubChem BioAssay (several laboratories)
NR2E3 ag-1 – agonists of human NR2E3 nuclear receptor. Q9Y5X4. CHO-S Gal4-NCOR/VP16-NR2E3 two-hybrid, luciferase. inhibition of corepressor binding, % at 3.98 µM. 0.35% of 360,000 active. AID 602229;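 active means inhibition above the mean of all tested compounds plus 3 SD, cut at about 70% in these data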;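 further: 0% = DMSO with NR2E3 transfected cells and 100% = cells lacking NR2E3 construct; higher means lower luciferase signal from less NR2E3 corepressor binding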
Target sequence (Q9Y5X4 whole entry, looked up, the tested form may be a part): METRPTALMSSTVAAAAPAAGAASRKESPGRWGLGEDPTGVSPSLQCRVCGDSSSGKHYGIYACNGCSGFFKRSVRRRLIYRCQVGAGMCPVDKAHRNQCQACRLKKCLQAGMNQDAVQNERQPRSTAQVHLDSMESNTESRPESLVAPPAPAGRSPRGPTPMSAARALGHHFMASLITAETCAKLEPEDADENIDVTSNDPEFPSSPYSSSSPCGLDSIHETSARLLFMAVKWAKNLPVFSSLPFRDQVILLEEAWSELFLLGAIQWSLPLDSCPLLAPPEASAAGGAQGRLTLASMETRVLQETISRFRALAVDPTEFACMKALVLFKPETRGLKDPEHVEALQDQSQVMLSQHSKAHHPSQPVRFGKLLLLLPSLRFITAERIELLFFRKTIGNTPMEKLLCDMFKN
HIF-2a block – inhibitors of HIF-2a. 786-0 RCC cells HIF-2a reporter, luciferase luminescence, overnight. inhibition, % at 18.8 µM. 0.72% of 360,000 active. AID 624352;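 active means inhibition of the luminescence signal of 40% or more relative to plate controls, in a single-dose primary screen at 18.75 µM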
H9c2 protect – modulators protecting cardiomyocytes from myocardial damage; H9c2 cardiomyocytes, H2O2 injury protection, ATPLite, 2 h; protection from H2O2 cell death, % at 20 µM; 0.63% of 360,000 active; AID 588492;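 active means compounds giving at least 50% protection of heart cells from peroxide-induced death in the single-dose screen, raw or plate-pattern-corrected value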;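 further: 0% = DMSO wells with peroxide and 100% = DMSO wells without peroxide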
MITF TRPM1 inh – reduces MITF-dependent TRPM1 promoter luciferase signal | SK-MEL-5 TRPM1 promoter luciferase, 24 h | inhibition, % at 12.5 µM | 0.83% of 330,000 active | AID 488899;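 active means mean inhibition across replicates of 60% or more, whatever share of single replicates reaches that level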; further: values of inactives mirror those of a sister screen read the other way
Shn3 inh set2 – Schnurri-3 reporter inhibition in Clone20 osteoblasts; Clone20 osteoblast Shn3 3'UTR firefly luciferase, 24 h; inhibition, % at 12.5 µM; 0.52% of 360,000 active; AID 588674;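 active means mean inhibition of at least 75% with every replicate also reaching 75%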;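 further: 0% = median of neutral control wells and 100% = pilot-screen positive control compound; some compounds past the cut are filed as inactive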
PDI inh – blocks human protein disulfide isomerase activity; inhibition, % at 10 µM; AID 588391; P07237; PDI insulin aggregation turbidity, A650, 90 min; 0.052% of 350,000 active;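 active means mean inhibition across replicates of 30% or more, whatever share of single replicates reach that level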;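 further: absorbance from insulin aggregation driven by PDI reduction with DTT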
Target sequence (P07237 whole entry, looked up): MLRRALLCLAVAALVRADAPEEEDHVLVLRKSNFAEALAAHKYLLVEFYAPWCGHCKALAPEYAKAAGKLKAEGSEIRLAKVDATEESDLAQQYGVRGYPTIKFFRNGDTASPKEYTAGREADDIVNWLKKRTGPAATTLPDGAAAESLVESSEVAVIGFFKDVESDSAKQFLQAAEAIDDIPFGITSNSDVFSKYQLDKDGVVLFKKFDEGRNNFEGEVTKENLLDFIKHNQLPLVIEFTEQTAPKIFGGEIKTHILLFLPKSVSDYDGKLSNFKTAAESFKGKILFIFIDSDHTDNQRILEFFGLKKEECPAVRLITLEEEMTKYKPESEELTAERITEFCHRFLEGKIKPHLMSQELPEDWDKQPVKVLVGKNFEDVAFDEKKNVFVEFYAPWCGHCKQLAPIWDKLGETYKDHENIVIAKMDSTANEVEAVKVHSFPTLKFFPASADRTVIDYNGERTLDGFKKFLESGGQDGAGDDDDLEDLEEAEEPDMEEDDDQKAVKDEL
NR2E3 ag-2 – activates human photoreceptor nuclear receptor NR2E3 | inhibition of corepressor binding, % at 4.78 µM | GST-NR2E3/biotin-RetCOR TR-FRET, 1536-well | 0.12% of 320,000 active | AID 2300 | Q9Y5X4;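 active means percent inhibition above the cutoff of mean plus 3 SD of all tested compounds, set per screening campaign, cut at about 20% in these data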;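 further: 0% = DMSO wells and 100% = biotin wells as full block of FRET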
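Test system – NR2E3–RetCOR corepressor complex · Quantity – NR2E3 fusion 1.35 nM · Buffer or medium – Tris pH 7.5 · Incubation – Compound–protein incubation for 5 h at 4 °C · Technique – TR-FRET, Eu(K)-anti-GST donor, streptavidin-D2 acceptor, ex 340, em 617/671 nm · Evaluation – percent inhibition of 671/617 nm emission ratio versus biotin and DMSO controls · Plate – 1536-well format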
hiPSC survival – increases survival of single human iPS cells; survival enhancement, % at 20 µM; 0.044% of 360,000 active; hiPSC single-cell survival, ATPlite luminescence; 100% = ROCK inhibitor wells, 0% = DMSO; in the data active means survival enhancement above about 18%;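 further: cells exposed to compounds for 16 hours before the ATP read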
m5-HT2A agonist – activates the mouse 5-HT2A serotonin receptor; P35363; CHO-K1 mHTR2A beta-arrestin complementation, luminescence; percent of 30 µM serotonin response; activation, % at 7.6 µM; 0.66% of 360,000 active; AID 624169;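 active means activation above a run cutoff, the mean activation of all tested compounds plus 3 SD, cut at about 14% in these data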;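 further: 0% = plate median of compound wells and 100% = 30 µM serotonin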
CaV13 ICDI inh – Primary screen for inhibitors of IQ motif and Ca2+-dependent inactivation inhibitor domain binding in CACNA1D, Förster resonance energy transfer in living cells, … | inhibition, % at 12.3 µM | 0.098% of 340,000 active | HEK cells, CFP/YFP FRET ICDI-IQ, plate reader, 10 min; percent FRET-ratio fall versus neutral wells | AID 743397;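 active means mean replicate inhibition of at least 30% and at least 1% of replicates passing that level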;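 further: 0% = median of the neutral control wells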
Peg3 prom inh – Peg3 promoter activity inhibition. 1.7% of 360,000 active. AID 588405. inhibition, % at 20 µM. HeLa PEG-Prom luciferase reporter, luminescence, overnight;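 active means inhibition of at least 50% at 20 µM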
Numbers without * were called inactive; / = no result given.

mol,Shn3 inh set2,Peg3 prom inh,MITF TRPM1 inh,NR2E3 ag-1,NR2E3 ag-2,HIF-2a block,m5-HT2A agonist,CaV13 ICDI inh,hiPSC survival,H9c2 protect,PDI inh
Cc1[nH]n(-c2ccccc2)c(=O)c1CCO,9,4,7,11,3,10,3,-5,3.1,5,9
Cc1cc(NS(=O)(=O)c2ccc(NC(=O)COc3ccc(C#N)cc3)cc2)nc(C)n1,-8,-3,-1,-9,/,-2,5,-14,-0.3,8,0
CC(C)C(NC(=O)c1ccc(Cl)cc1Cl)C(=O)N1CCC1 (stereo unspecified),15,18,13,22,/,5,-1,-6,-1.6,-1,7
CCOCCCNC(=O)c1c[nH]c2cc(OC)ccc2c1=O,-1,-3,3,-8,-4,-5,-1,-4,1.3,0,-3
Cc1cc(OC(F)F)ccc1NC(=S)NC1CCCC1,7,-1,-1,-5,/,-6,-10,/,-0.3,-3,1
NS(=O)(=O)c1ccc(CCNC(=O)CN2C(=O)c3ccccc3S2(=O)=O)cc1,-8,3,-2,-16,0,9,4,/,-0.6,-5,3
OC(c1ccccc1)c1nc(-c2cc3ccccc3o2)cs1 (stereo unspecified),-71,-439,/,-97,/,-276,-10,-5,-3.4,-7,-3
O=C(CCN1C(=O)/C(=C/c2ccc(F)cc2)SC1=S)NC1CCS(=O)(=O)C1 (stereo unspecified),-21,-22,-6,-4,2,1,-2,-5,0.8,-9,-7
Cc1ccc(C)c(NC(=O)CN(C)C(=O)Cn2c(=O)oc3ccccc32)c1,9,0,12,-11,-2,7,0,-6,-0.3,1,-8
C=C(C)[C@@H]1CC[C@]2(C(=O)O)CC[C@]3(C)C(CCC4[C@@]5(C)CC[C@H](O)C(C)(C)C5CC[C@]43C)C12 (stereo partly specified),7,90*,/,-2,-1,2,-2,/,0.0,3,/
Cc1nnc(N(C)C(=O)c2cccnc2)s1,3,11,-5,-9,3,7,3,-5,4.5,-3,5
COCC(=O)Nc1ccc(S(=O)(=O)N2CCCC2)cc1,-2,12,-10,-14,1,13,4,-3,0.1,-5,3
CC(C)(C)NC(=O)C(c1cccs1)N(C(=O)c1csnn1)c1cccc(F)c1 (stereo unspecified),0,15,-3,8,5,12,4,2,-0.5,-4,-1
CCc1cc(C(=O)N2CCN(S(=O)(=O)c3cc(C)ccc3C)CC2)sc1C,12,11,1,3,4,18,-1,-6,-0.4,-4,0
Clc1ncc(CN2CCN(c3ccccc3)CC2)s1,2,10,0,-29,0,6,31*,-4,-0.6,5,5
COc1ccc(C(=O)NCc2nnc(SCC(=O)Nc3ccccc3F)o2)cc1,-3,3,10,-2,1,18,2,-5,6.2,4,6
CCCCN(C)C(=O)c1cn(CC)c2ccc(S(=O)(=O)N(C)C)cc2c1=O,-10,11,-12,-5,-5,-4,5,-10,-0.8,0,/
O=[N+]([O-])c1cc(-c2ccc(/C=N\n3cnnc3)o2)cc([N+](=O)[O-])c1,-11,-2,1,-21,3,7,-1,-4,0.3,8,-4
Cc1cc(C)n2nc(C(=O)Nc3ccc4c(c3)OCO4)nc2n1,-7,-120,-41,-24,-6,-140,3,/,-3.1,-6,19
COc1ccc(OCC(=O)NNC(=O)C(=O)Nc2ccc(C)cc2)cc1,-29,-30,-32,-40,0,-41,12,-3,0.5,-2,-2
Cc1ccc2occ(C(c3nnnn3C3CCCC3)N3CCN(C(=O)c4ccco4)CC3)c(=O)c2c1 (stereo unspecified),11,44,1,3,3,24,0,-8,-2.7,52*,10
COC1=C(Br)C(=O)c2ncccc2C1=O,61,100*,65*,1,/,72*,4,-7,-2.9,-14,47*
O=C(NNC(=O)c1ccc(Br)o1)c1csc(N2CCOCC2)n1,-9,-11,-12,3,6,11,7,-14,-0.5,3,-6
C/C(=N\Nc1ccc(Cl)c(C(=O)O)c1)c1ccc(N2CCOCC2)cc1,-44,-102,0,-81,-4,-98,-1,-4,1.0,3,-4
COc1ccc(S(=O)(=O)Nc2c(C)ccc3nsnc23)cc1OC,7,19,3,-23,4,13,0,-3,-2.0,8,-3
Nc1nccnc1C(=O)OCc1nc2sc3c(c2c(=O)[nH]1)CCCC3,-6,-3,-18,-37,2,4,-5,-7,-0.6,5,-2
CC(=O)c1ccc(OCC(=O)N2CCCC(Nc3ccc(C)c(C)c3)C2)cc1 (stereo unspecified),-12,7,4,-18,-3,-1,-1,-7,-0.2,12,-4
Cc1ccc(NC(=O)CN(C)C(=O)COc2cccc3cccnc23)cc1,14,6,15,-33,-1,12,4,-4,0.3,5,3
O=C(/C=C/c1cc(Br)ccc1F)OCC(=O)N1CCOCC1,-14,20,7,2,/,5,-4,-5,-0.4,2,-2
COc1cc(C(=O)OC(C)CN2C(C)CCCC2C)cc(OC)c1OC (stereo unspecified),0,-8,-1,-23,0,19,0,-1,-0.8,1,-3

The list goes on; it opens with the 2 that closed the last part.
mol,Shn3 inh set2,Peg3 prom inh,MITF TRPM1 inh,NR2E3 ag-1,NR2E3 ag-2,HIF-2a block,m5-HT2A agonist,CaV13 ICDI inh,hiPSC survival,H9c2 protect,PDI inh
O=C(/C=C/c1cc(Br)ccc1F)OCC(=O)N1CCOCC1,-14,20,7,2,/,5,-4,-5,-0.4,2,-2
COc1cc(C(=O)OC(C)CN2C(C)CCCC2C)cc(OC)c1OC (stereo unspecified),0,-8,-1,-23,0,19,0,-1,-0.8,1,-3
CCOc1cc(C(=O)NC(=S)Nn2cnnc2)cc(OCC)c1OCC,-7,-10,-10,-2,4,18,3,6,-0.2,3,-6
CC(NC(=O)c1cc2ccccc2oc1=O)c1ccc(O)cc1 (stereo unspecified),-1,-9,8,4,2,-7,6,-10,0.8,-3,-8
COC(=O)c1[nH]c2ccc(F)cc2c1NC(=O)CCN1CCN(Cc2ccc3c(c2)OCO3)CC1,34,3,3,9,/,9,-3,1,-0.4,-4,-5
Cc1ccnc(NC(=O)CCC(=O)N(CC(=O)NC2CCCCC2)Cc2cccs2)c1,16,5,7,-13,0,6,0,-8,-0.2,9,0
CCOc1ccc(CCNC(=O)C(C)n2nc(C)n3c(cc4occc43)c2=O)cc1OCC (stereo unspecified),4,4,0,14,1,11,1,-7,-0.1,-4,8
Cc1ccc(Nc2cccc(C(F)(F)F)c2)nn1,-32,-71,-9,-42,5,-127,-6,-2,-0.4,-6,-3
Cc1ccc2c(CN3CC(C)CC(C)C3)cc(=O)oc2c1C (stereo unspecified),15,-8,-5,-8,0,-31,-2,-2,0.5,-10,-3
Nc1nc(N)c(Cc2ccc(Cl)cc2Cl)c(N)n1,62,15,6,1,2,19,-1,-5,-0.4,-9,12
CC1(C)CCN(Cc2ccccc2)C1CC#N (stereo unspecified),-2,7,-4,-6,2,12,0,-5,0.2,-1,3
O=C(COc1ccc(Cl)cc1)NNC(=O)C(=O)N1CCCCC1,-6,6,0,20,-2,16,-2,-7,-1.9,2,-10
CN(C)c1ccc(/C=N/Nc2cc(N3CCOCC3)nc(N3CCOCC3)n2)cc1,-6,-9,-6,11,2,5,-4,-3,-1.2,9,4
CC1CC(C)CN(C(=O)CSc2nc3ccsc3c(=O)n2Cc2ccccn2)C1 (stereo unspecified),-9,-55,-20,-38,-1,-50,-3,-5,-0.9,5,-4
C[C@@H]1CN([C@@H](C)CO)S(=O)(=O)c2ccc(C#CC3CCCCC3)cc2O[C@@H]1CN(C)Cc1cccnc1,13,43,/,-29,/,3,-4,-2,2.5,3,5
O=C(Cc1ccc(Br)cc1)N1CCOCC1,-3,-6,12,-25,0,0,1,-4,0.8,3,6
O=C(CN1CCOCC1)Nc1scc2c1c(=O)oc1ccccc12,-14,11,/,-28,1,-28,-2,-5,0.1,47,-2
O=c1[nH]n(-c2ccc(Cl)cc2)c(=O)c(Cl)c1Cl,9,10,1,-9,-4,-23,-5,-12,17,-3,7
CCOc1ccc(-n2c(SCC(=O)Nc3nccs3)nnc2-c2ccoc2C)cc1,-2,6,10,-8,-2,-20,1,179*,0.1,-4,-2
CSc1ccc(S(=O)(=O)N2CCC(C(=O)Nc3ccccc3C(F)(F)F)CC2)cc1,18,18,9,5,-2,12,0,-4,1.0,-4,-5
COC(=O)c1sccc1NC(=O)/C=C/C(=O)O,-13,2,11,8,7,9,2,-3,-0.1,2,-3
CCCCN(C)C(=O)C1CCN(Cc2cccc(OCc3ccccc3)c2)CC1,9,9,6,-16,5,-6,-6,-5,-0.2,-3,12
NNC(=O)c1cccc(COc2ccc(Br)cc2)c1,-22,-202,-6,-253,5,0,0,-5,-0.7,12,-14
COc1ccc(C(=O)N2CCC(=O)N(C(CO)Cc3ccccc3)CC2)cc1 (stereo unspecified),3,4,-5,-3,0,10,2,-11,-1.5,0,1
CCN(CC(=O)Nc1c(F)cccc1F)C(=O)CCNC(=O)c1ccco1,-4,0,-10,-10,/,-3,-2,-7,-0.6,5,-5
COc1cccc(-c2cccc(-c3nc(C(=O)Nc4ccc(-c5ccccc5)cc4)cc4c3[C@H](CCO)N(S(=O)C(C)(C)C)C4)c2)c1 (stereo partly specified),30,78*,/,12,/,0,4,/,-3.3,2,/
COC(=O)CNC(=O)CN1C(=O)N(c2ccccc2)C(N(O)C(=O)Nc2ccccc2)C1(C)C (stereo unspecified),-19,0,4,-3,1,-11,0,-3,0.9,-1,-8
COc1ccccc1OCC(=O)O/N=C(\N)c1ccccn1,-61,-219,-77,-106,2,-205,2,-12,-0.3,-1,2
COc1cc2c(cc1OC)CN(C(=O)/C=C/c1ccc(F)cc1)CC2,9,8,4,-5,1,-12,2,-8,-0.1,5,-70
CCOC(=O)C1=C(c2ccccc2)N=c2s/c(=C\c3cc(OC)c(OC)c(OC)c3)c(=O)n2C1c1cccs1 (stereo unspecified),15,23,1,-2,-5,8,3,/,-0.9,8,3
COc1cccc(CN2CC(C(=O)NCCc3nccs3)CCC2=O)c1 (stereo unspecified),9,2,/,13,/,5,10,-10,-1.0,5,1
Cn1cc(S(=O)(=O)CC(=O)N2CCCc3ccccc32)c2ccccc21,6,19,/,1,-1,16,-1,-5,-2.4,27,/
COC(=O)CC1=NN(c2ccc(OC)cc2)C(=O)C1,-12,4,9,-8,-3,7,0,5,10,-1,2
O=C(Nc1ccc(F)cc1)C1CC(=O)n2ncnc2N1 (stereo unspecified),0,14,-2,11,-4,1,1,-3,-0.2,-1,12

The order is random; overall some 3.9% were active at least once.
